FECH inh: blocks human mitochondrial ferrochelatase activity. P22830. 20,000 compounds, 3.3% hits. purified FECH, Ni-mesoporphyrin absorbance 550 nm. calls only at 10 µM (by protocol);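 active means enzyme reaction rate more than 3 SD below the solvent-only control wells on the same plate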;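 further: lower slope than DMSO wells means FECH inhibition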
Target sequence (P22830 whole entry, looked up): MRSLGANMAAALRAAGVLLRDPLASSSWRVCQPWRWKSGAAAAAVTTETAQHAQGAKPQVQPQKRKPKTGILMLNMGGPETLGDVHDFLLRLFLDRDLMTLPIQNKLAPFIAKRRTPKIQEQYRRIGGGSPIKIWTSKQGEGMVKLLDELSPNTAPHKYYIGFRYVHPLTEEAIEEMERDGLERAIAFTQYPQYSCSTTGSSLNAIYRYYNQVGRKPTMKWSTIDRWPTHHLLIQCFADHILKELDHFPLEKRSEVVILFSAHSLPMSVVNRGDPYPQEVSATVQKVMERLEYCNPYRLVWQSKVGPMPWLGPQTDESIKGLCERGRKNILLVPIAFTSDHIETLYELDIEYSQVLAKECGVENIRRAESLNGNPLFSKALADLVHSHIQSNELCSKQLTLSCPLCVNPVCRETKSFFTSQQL
Calls only; i = inactive; + = active, no number. Not all compounds are listed; count on the stated rates, not on these rows.

The opening two entries, to show the layout:
FECH inh	mol
i	COC(=O)c1ccccc1NS(=O)(=O)c1cc(N2C(=O)CCS2(=O)=O)ccc1OC
i	Cc1cc(-c2cc(F)cc3c2OC(CN)C3)c2ccccc2n1 (stereo unspecified)

All compounds of this part, from the first entry:
FECH inh	mol
i	COC(=O)c1ccccc1NS(=O)(=O)c1cc(N2C(=O)CCS2(=O)=O)ccc1OC
i	Cc1cc(-c2cc(F)cc3c2OC(CN)C3)c2ccccc2n1 (stereo unspecified)
i	COc1cc(NC(=O)N2CCC(n3cnc4cccnc43)CC2)cc(OC)c1OC
i	CC(=O)c1ccc(N2CCN(C(=O)CN3C(=O)CN(C)C(=O)c4ccccc43)CC2)cc1
i	Cc1ccc(S(=O)(=O)N(CCOc2ccccc2)c2nc3nc(C)cc(C)n3n2)cc1
i	CCS(=O)(=O)NCCn1c(-c2ccc(F)cc2)nc2cccnc21
i	Cc1cc(NCc2cn[nH]c2-c2cccs2)nc(-c2cccnc2)n1
i	COc1ccc(N2C(=O)CCS2(=O)=O)cc1S(=O)(=O)Nc1ccc(Cl)cc1C
i	COc1cccc(C(=O)Nc2ccc(Nc3nc(C)cc(N4CCCC4)n3)cc2)c1
i	Cc1cccc(NC(=O)CN2C(=O)CC(c3ccccc3)=Nc3ccccc32)c1C
i	CCN1CCN(S(=O)(=O)c2ccc(N3C(=O)CCS3(=O)=O)cc2)CC1
i	Cn1c(=O)n(Cc2ccc(F)cc2)c(=O)c2cnc(-c3cccnc3)nc21
i	COc1cc(CN2CCCN(c3ccnc(C)c3)CC2)cc(Cl)c1O
i	COc1ccc(N2CC(NC(=O)c3cccc(F)c3)CC2=O)cc1 (stereo unspecified)
i	O=C(Nc1cccc(Br)c1)N1CCC(n2cnc3cccnc32)CC1
i	Cc1ccc(C(NC(=O)CN2CC(=O)NC2=O)c2cccnc2)cc1C (stereo unspecified)
i	Cn1c(=O)n(Cc2ccncc2)c(=O)c2cnc(-c3ccc(Cl)cc3)nc21
i	Cc1cc(CC(=O)N2CCC3(CC2)CNC(=O)C3)ccc1F
i	CCc1ccccc1N(C)C(=O)C1CCCN(c2ncnc3c2nc2n3CCCCC2)C1 (stereo unspecified)
i	CC(Cn1cnc(-c2ccccc2)c1C1CC1)Oc1cccnc1 (stereo unspecified)
i	COc1ccc(-c2cc(N3CCN(C(=O)Nc4cccc(Br)c4)CC3)ncn2)cc1
i	CC(C)c1nccc(CN(Cc2ccncc2)Cc2ccc(F)cc2)n1
i	COc1nc(OC)nc(-c2ccc(C)cc2-n2cccn2)n1
i	C=CCn1c(C2CCCCC2)n[nH]c1=O
i	CCc1ccc(C2=C(C)C(=O)N(CC(=O)Nc3ccc(C)c(F)c3)S2(=O)=O)cc1
i	Cc1cnccc1NCCn1ccnc1-c1sccc1C
i	CCC(CC)n1nc(C)cc1NC(=O)Cc1cnc2c(C)cccn12
i	Nc1ccnc(N2CCc3onc(-c4ccccc4F)c3C2)n1
i	Cc1cc(C)nc(CCNc2nccc(CCC(F)(F)F)n2)n1
i	CCCn1ccnc1C1CC(=O)Nc2c1c(C(C)C)nn2-c1ccccc1 (stereo unspecified)
i	O=C(CN1CCN(Cc2cccc(Cl)c2)S1(=O)=O)Nc1ccc(Cl)cc1F
i	Cc1ccc(C(=O)Nc2nc3n(n2)C(c2ccccc2Cl)C=C(c2ccc(Cl)cc2)N3)cc1 (stereo unspecified)
i	Cc1ccc(-c2nc3cccnc3n2CCNS(=O)(=O)c2ccc(Cl)cc2)cc1
i	CCOc1ccc(Nc2c(OCC)c(=O)c2=O)cc1
i	Cn1c(=O)n(C)c2cc(CNC3CCC(=O)N(CC4CC4)CC3)ccc21 (stereo unspecified)
i	CCCc1cc(Sc2ccc(NC(=O)Nc3ccccc3Cl)cc2)n2ncnc2n1
i	CN1CCC2(CC1)CN(C(=O)c1cccc(-c3ncn[nH]3)c1)CCN2C
i	O=C(NC1CC1)c1nc[nH]c1C(=O)N1CCC(Cc2ccccc2)CC1
i	c1ccc(Nc2nc(N3CCCCC3)nc3c2cnn3-c2ccccc2)cc1
i	COc1cccc(CNC(=O)Cc2csc(C(C)=O)c2)c1
i	CCCN1CCN(S(=O)(=O)c2ccc3c(c2)CCN3C(=O)CCC(=O)N2CCOCC2)CC1
i	Cc1cc(C)cc(Nc2nc(NCC(C)O)nc3c2cnn3-c2ccccc2)c1 (stereo unspecified)
i	COc1ccc(-c2ccc[nH]c2=O)cn1
i	Cc1cc(C(=O)N2Cc3ccccc3C2)cc(S(N)(=O)=O)c1C
+	COc1cccc(Cn2c(CNC(=O)c3ccc(OC)cc3OC)nc3cccnc32)c1
i	Cc1ccc(F)c(NC(=O)CCC(=O)N(Cc2sccc2C)C2CC2)c1
i	CCSCC(C)NCc1noc(-c2ccco2)n1 (stereo unspecified)
i	Cc1ccc(-c2cc(Nc3cc(C)ccc3O)nc(C)n2)cc1
i	CSc1ccc(CNc2nc(-c3nnc(-c4ccc(F)cc4)o3)nc3ccccc23)cc1
i	FC(F)(F)C1(c2n[nH]c(Cc3ccccc3)n2)CC1
i	COCCN(Cc1ccc2c(c1)OCCCO2)Cc1cccs1
i	O=S(=O)(NCc1nc2cccnc2n1Cc1ccccc1Cl)c1ccccc1Cl
i	COc1cccc(C(=O)Nc2ccc(Nc3nc(C)cc(Nc4ccccc4)n3)cc2)c1
i	CN1CCN(S(=O)(=O)c2ccc(N3C(=O)CCS3(=O)=O)cc2)CC1
i	CN(Cc1csc(-c2cccs2)n1)C(=O)c1ncc[nH]1
i	O=C(c1ccc(C(F)(F)F)cc1)N1CCN(S(=O)(=O)c2cc3c4c(c2)CCN4C(=O)CC3)CC1
i	Cc1ccc2c(C)c(C(=O)N3CCCN(c4ncccn4)CC3)oc2c1
i	COc1cc(S(=O)(=O)N2CCN(c3nc(C)cc(N4CCCCC4)n3)CC2)c(C)cc1C
i	O=C(CCCc1c[nH]c2ccccc12)N1CCCC2(CCNCC2)CC1
i	Cc1cccc(C)c1-c1c(-c2ccccc2)ncn1CCCc1nn[nH]n1

An excerpt from above in order of length of the SMILES, descending.
FECH inh	mol
i	COc1cccc(C(=O)Nc2ccc(Nc3nc(C)cc(Nc4ccccc4)n3)cc2)c1
+	COc1cccc(Cn2c(CNC(=O)c3ccc(OC)cc3OC)nc3cccnc32)c1
i	O=S(=O)(NCc1nc2cccnc2n1Cc1ccccc1Cl)c1ccccc1Cl
i	Cc1ccc2c(C)c(C(=O)N3CCCN(c4ncccn4)CC3)oc2c1
i	COCCN(Cc1ccc2c(c1)OCCCO2)Cc1cccs1
i	COc1ccc(-c2ccc[nH]c2=O)cn1

Remaining list, next part.
FECH inh	mol
i	COc1cc2c(cc1CN1C[C@H](O)[C@@H](N3CCN(C)CC3)C1)OCCCO2
i	Cc1ccc2cc(C3(O)CCN(C(=O)[C@@H]4C[C@@H]5C=C[C@H]4C5)CC3)ccc2n1
i	CC(C)c1cc(C2CCN(C(=O)c3ccc4cccnc4n3)CC2)[nH]n1
i	Cc1ccc(-c2cc(Nc3ccc(Oc4ccccc4)cc3)nc(C)n2)cc1
i	O=C(NCC(=O)N1CCC(c2nc(-c3ccccc3)no2)CC1)c1ccccc1
i	CN1CCC=C(CN(Cc2ccc3c(c2)OCO3)C(=O)N2CCCCC2)C1
i	COc1ccc(S(=O)(=O)N2CCN(c3nc(C)cc(N4CCCCC4)n3)CC2)cc1
i	Cc1ccc(Cl)cc1NC(=O)CC(=O)NCCNc1cccnc1
i	Cc1ccc(CNC(=O)C2CCN(c3ccc(-c4ccc(F)cc4)nn3)CC2)o1
i	Cc1cccc(CN2CCCN(CC(=O)Nc3ccc(C)c(F)c3)S2(=O)=O)c1
i	O=C(CCN1CCCCCCC1)NCCCc1cccnc1
i	Cc1cc(CNC(=O)[C@H]2C[C@@](C)(C(=O)O)N(C)[C@H]2c2ccccc2)n[nH]1
i	COC(=O)c1c(NC(=O)c2ccc(OC)cc2)sc2c1CCN(C(C)C)C2
i	COc1ccc(-c2cc(N3CCN(S(=O)(=O)c4ccc(C)c(C)c4)CC3)ncn2)cc1
+	COc1cccc(S(=O)(=O)N2CCN(Cc3nc4cccnc4n3-c3cccc(F)c3)CC2)c1
i	CCC(NC(=O)c1nc2ccccc2c(=O)[nH]1)c1nc(C)c(C)s1 (stereo unspecified)
i	CCOc1ccccc1Nc1cc(-c2ccc(C)cc2)nc(C)n1
i	Cc1ccccc1C(=O)N1CCC(c2nn3c(C(C)C)nnc3s2)CC1
i	CC(C)NC(=O)Cn1c(=O)n(CC2CCC(C(=O)NC(C)C)CC2)c(=O)c2sccc21 (stereo unspecified)
i	CCc1ccc(CN2CCN(c3ccc(-c4nc(C)no4)cn3)CC2)nc1

Next section; it opens with the 4 that closed the last part.
FECH inh	mol
i	CCOc1ccccc1Nc1cc(-c2ccc(C)cc2)nc(C)n1
i	Cc1ccccc1C(=O)N1CCC(c2nn3c(C(C)C)nnc3s2)CC1
i	CC(C)NC(=O)Cn1c(=O)n(CC2CCC(C(=O)NC(C)C)CC2)c(=O)c2sccc21 (stereo unspecified)
i	CCc1ccc(CN2CCN(c3ccc(-c4nc(C)no4)cn3)CC2)nc1
i	Cc1ccc(Cl)cc1NC(=O)N1CCC(n2c(C)nc3cccnc32)CC1
i	O=C(CN1CCCCC1c1cccnc1)NCCc1ccc(Cl)cc1 (stereo unspecified)
i	O=C(CCC1CCCC1)NCC1=CCCN(C2C=CCCC2)C1 (stereo unspecified)
i	CN1CCC2(CC1)CN(C(=O)CCN1CCCC1)CCN2C
i	Cc1cc(N(C)Cc2ncccc2C)nc(-c2ccccc2)n1
i	c1cc(-c2nccn2-c2ccc3cn[nH]c3c2)ccn1
i	O=C(NCCC1COc2ccccc2O1)c1ccc(-c2ccc[nH]2)nc1 (stereo unspecified)
i	Cc1cc(-n2cnc3c(C)ncnc32)ccc1NC(=O)c1cccnc1
i	COc1cccc2c1OCC(CN1CCOC3(CNCCOC3)C1)=C2 (stereo unspecified)
i	Cc1cc2cc(C(=O)NCC3CN(S(C)(=O)=O)CCO3)ccc2o1 (stereo unspecified)
i	COc1ccc(N2C(=O)CCS2(=O)=O)cc1S(=O)(=O)Nc1ccc(C(C)(C)C)cc1
i	CC[C@H]1CN(C(=O)c2sc(C)nc2-c2ccccc2)CC[C@@]1(C)O
i	COc1cccc(OCC(=O)Nc2cc(C)nn2-c2ncnc3c2cnn3-c2cccc(C)c2C)c1
i	COc1ccc(-c2ncc3c(=O)n(Cc4ccc(Br)cc4F)c(=O)n(C)c3n2)cc1
i	Cc1ccc(N2CC(NC(=O)c3ccco3)CC2=O)cc1 (stereo unspecified)
i	CC1(C)[C@]2(C(=O)NCCCOc3cccnc3)CC[C@@]1(C)OC2=O
i	CC(C)Cc1cc(C(=O)NC2CC(=O)Nc3ccccc32)n(C)n1 (stereo unspecified)
i	Cc1cc(C(=O)N(C)CCCOc2c(C)cccc2C)c(=O)[nH]c1C
i	COc1cc(OC)cc(C(=O)Nc2ccccc2Sc2cc(C)nc3nc(-c4ccccc4)nn23)c1
i	CCc1ccc(Cn2c(CNS(=O)(=O)c3ccc(Cl)s3)nc3cccnc32)cc1
i	COc1cccc(-c2cc(C(=O)N3CCN4CCN(C)CC4C3)[nH]n2)c1 (stereo unspecified)
i	Cc1ccc(Cn2c(CCNC(=O)Nc3cc(C)cc(C)c3)nc3cccnc32)cc1
i	CCOc1ccc(NC(=O)C2CCCN2S(=O)(=O)c2cc(C(=O)OC)n(C)c2)cc1 (stereo unspecified)
i	Cc1[nH]cnc1CN1CCC(CNS(=O)(=O)c2cccs2)C1 (stereo unspecified)
i	CN(C)c1cncc(-c2cc(O)cc(CCC3CCCCN3)c2)n1 (stereo unspecified)
+	Cc1ccc(C2=CC(c3ccc(C)cc3)n3nc(NS(=O)(=O)c4ccccc4)nc3N2)cc1 (stereo unspecified)
i	Cc1ccccc1C1(O)CCN(Cc2ccnc(C(C)C)n2)C1 (stereo unspecified)
i	Cc1ccc2nc(CN(C)c3cc(N(C)C)ncn3)[nH]c2c1
i	Cn1cccc1-c1cc(C(=O)NCc2nnc3n2CCCCC3)[nH]n1
i	COc1c(F)cccc1C(=O)NCCc1nnc2n1CCNCC2
i	Cc1cc(C)cc(NC(=O)NCCc2nc3cccnc3n2C2CCCCC2)c1
i	Cc1ccsc1CN(CCN(C)C)Cc1ccc2nonc2c1
i	Cc1cccc(NC(=O)C2CCN(c3ccc(-c4cccs4)nn3)CC2)c1
+	Cc1nc(C(C)C)cc(N(C)Cc2ncccc2C)n1
i	C=CCN(Cc1cccc(OC)c1)C(=O)C(C)N1CCN(C)CC1 (stereo unspecified)
i	O=C(CN1CCN(Cc2ccc(F)cc2Cl)S1(=O)=O)Nc1ccc2c(c1)OCO2
i	Clc1ccc(Nc2nc(NC3CCCC3)nc3c2cnn3-c2ccccc2)cc1
i	Cc1oc2ncnc(N3CCOCC3)c2c1C(=O)Nc1ccc(S(N)(=O)=O)cc1
+	COc1cc(Nc2cc(-n3nc(C)cc3C)ncn2)cc(OC)c1
i	CCc1ccccc1NC(=O)N1CCC(n2cnc3cccnc32)CC1
i	NC(=O)Cn1c(=O)n(CC2CCC(C(=O)NCc3ccco3)CC2)c(=O)c2sccc21 (stereo unspecified)
i	CNC(=O)c1ccc(CNCC(=O)NC(C)c2ccc(C)cc2)o1 (stereo unspecified)
i	Cc1cccc(CNCCC(=O)Nc2ccc(C(N)=O)cc2)c1C
i	Cc1nc(CN(C)C(=O)c2cccc(NCc3ccccn3)c2C)cs1
i	NC(=O)c1cccc(CC2CCN(C(=O)c3cnccn3)C2)c1 (stereo unspecified)
i	CC(C)(O)C#Cc1ccc(C(=O)Nc2cnc3n2CCCC3)o1
i	CC(=O)Nc1ccc(Nc2nc(C)cc(N3CCCC3)n2)cc1
i	Cc1nc(-c2ccc(N3CCN(C(=O)C4CC(=O)N(c5ccc(C)c(C)c5)C4)CC3)cc2)no1 (stereo unspecified)
i	NS(=O)(=O)c1ccc(CCNC(=O)C2=Cc3cc(Br)ccc3OC2)cc1
i	CCOc1ccc(N2CC(NC(=O)C(C)(C)C)CC2=O)cc1 (stereo unspecified)

Of the compounds above, 3 contain an aryl thioether with sulfur outside any ring:
FECH inh	mol
i	CCCc1cc(Sc2ccc(NC(=O)Nc3ccccc3Cl)cc2)n2ncnc2n1
i	CSc1ccc(CNc2nc(-c3nnc(-c4ccc(F)cc4)o3)nc3ccccc23)cc1
i	COc1cc(OC)cc(C(=O)Nc2ccccc2Sc2cc(C)nc3nc(-c4ccccc4)nn23)c1

Bioassay records deposited in PubChem BioAssay by School of Medicine, Indiana University.
